Compound activity deposited in PubChem by Broad Institute.
RAD54 branch = blocks human RAD54 Holliday junction branch migration. Q92698. FAM/BHQ fluorescence. inhibition, % at 10.4 µM. hit rate 0.14% among 360,000;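 active = mean normalized replicate activity at least 40 and at least half of replicates scoring 40 or more; inconclusive = only one of the two criteria met; inactive = mean below 40 and under half of replicates reaching 40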;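 note: 0% = median of neutral control wells and 100% = median of positive control wells; inhibitors cause a drop in the FAM fluorescence signal; in these data hits start at about 50%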
Target sequence (Q92698 whole entry, looked up): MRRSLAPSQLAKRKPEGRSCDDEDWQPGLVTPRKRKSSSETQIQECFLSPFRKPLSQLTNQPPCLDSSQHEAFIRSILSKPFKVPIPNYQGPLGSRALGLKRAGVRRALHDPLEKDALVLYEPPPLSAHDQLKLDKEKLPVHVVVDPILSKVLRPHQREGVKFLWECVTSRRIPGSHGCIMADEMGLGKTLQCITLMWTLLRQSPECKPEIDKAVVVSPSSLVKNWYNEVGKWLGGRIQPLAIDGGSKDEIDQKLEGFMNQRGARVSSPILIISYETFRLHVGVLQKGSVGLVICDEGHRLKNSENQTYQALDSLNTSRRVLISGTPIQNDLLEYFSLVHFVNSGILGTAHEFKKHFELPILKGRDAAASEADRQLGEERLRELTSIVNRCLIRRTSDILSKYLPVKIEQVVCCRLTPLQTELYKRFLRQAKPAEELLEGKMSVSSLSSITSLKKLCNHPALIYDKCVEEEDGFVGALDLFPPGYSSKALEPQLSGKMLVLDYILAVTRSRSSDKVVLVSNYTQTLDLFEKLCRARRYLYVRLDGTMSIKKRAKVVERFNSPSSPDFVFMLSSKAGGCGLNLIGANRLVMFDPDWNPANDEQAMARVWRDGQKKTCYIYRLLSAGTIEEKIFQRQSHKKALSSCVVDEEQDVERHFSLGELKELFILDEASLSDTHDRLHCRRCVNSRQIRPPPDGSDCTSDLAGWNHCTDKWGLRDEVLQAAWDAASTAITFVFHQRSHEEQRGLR
XiGFP reactiv = reactivates the inactive X chromosome in mouse fibroblasts | hit rate 0.055% among 360,000 | AID 743238 | activation, % at 7.58 µM | XiGFP mouse fibroblasts, % GFP-positive cells imaging, 3 d; cells co-treated with 5-aza-dC sensitizer; scaled so ellipticine positive control = 100%;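 active = mean normalized replicate activation at least 10% and every replicate at or above 10%; inconclusive = only one of the two criteria met; inactive = mean below 10% and not all replicates reach 10%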;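 note: 0% = median of on-plate neutral control wells and 100% = ellipticine 6 µM median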
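System: 68-5-11 XiGFP fibroblast line | Buffer or medium: DMEM containing 5-aza-dC | Compound: Single point | Times: Compounds 3 days, fix/stain 15 min at room temperature | Benchmarks: Positive control ellipticine, 6 µM final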
S100A4 MyoIIA = blocks human S100A4 binding to myosin IIA peptide | P26447 | S100A4/TAMRA-MyoIIA peptide fluorescence polarization | AID 652163 | hit rate 0.14% among 360,000 | inhibition, % at 10.7 µM;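 active = mean inhibition of at least 70% across replicates, with every replicate also reaching that level; inconclusive = mean inhibition reaches 70% but some replicates fall short; inactive = mean inhibition below 70%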
Target sequence (P26447 whole entry, looked up): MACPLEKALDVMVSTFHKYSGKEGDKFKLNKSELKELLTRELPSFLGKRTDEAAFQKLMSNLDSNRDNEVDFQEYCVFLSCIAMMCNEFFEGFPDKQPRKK
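Material: S100A4 monomer protein / Buffer or medium: 50 mM HEPES pH 7.2, 10 mM CaCl2, 100 mM KCl / Times: 5 min incubation before reading / Benchmarks: neutral control DMSO, positive control TFP / Reagent: labelled myosin peptide probe, 5 nM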
ERp5 inh = ERp5 (human) disulfide isomerase inhibition; AID 651711; hit rate 0.05% among 350,000; ERp5 insulin aggregation, absorbance 650 nm, 90 min; inhibition, % at 9.99 µM; Q15084;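 active = mean replicate inhibition above about 25%, with every replicate also reaching it, limit read from the data, passing the limit was not always enough; inconclusive = only one of those two criteria met; inactive = neither criterion met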
ERAP1 HTS inh = inhibitors of human ERAP1 aminopeptidase. inhibition, % at 10.7 µM. recombinant ERAP1, Leu-AMC fluorescence, 60 min. AID 652197. hit rate 0.15% among 340,000;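 active = mean replicate inhibition of at least 30%, or all replicates individually reaching that 30% level; inactive = mean below 30% and not every replicate reaching it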;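 note: 0% = neutral control wells and 100% = L-leucinethiol positive control wells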
esBAF inh = inhibitors of esBAF chromatin remodeling in mouse ES cells. Bmi1-luciferase knock-in reporter, 24 h; 100% = twice the neutral-well signal. reporter increase, % at 12.5 µM. hit rate 2% among 350,000; in the data active = activation above about 40%; inconclusive = no clear call, values can overlap the other calls;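 note: 0% = median of the plate's neutral control wells and 100% = double that signal; a rise in the Bmi1 reporter signal indicates esBAF inhibition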
RAD52 inh = blocks human RAD52 DNA annealing; P43351; recombinant RAD52 DNA annealing, FRET fluorescence; inhibition, % at 18.7 µM; hit rate 0.46% among 360,000;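 active = every replicate showing at least 50% inhibition; inconclusive = mean inhibition at least 50% but not in every replicate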
E-sel inducer = induces E-selectin expression in human endothelial cells; activation, % at 7.58 µM; HUVEC E-selectin immunofluorescence imaging; normalized: neutral wells 0, TNF-alpha wells 100; hit rate 0.37% among 260,000; P16581;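 active = mean E-selectin-positive cell signal at least 10% of the positive control, reached in at least 60% of replicates, without over 20% cell loss; inconclusive = no rule given, readout overlaps actives, possibly toxicity-flagged; inactive = the rest, including those meeting only one limit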;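 note: in these data hits start at about 27%; measured in HUVEC primary endothelial cells; signal is the percent of cells scored E-selectin positive by PE staining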
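Material: HUVEC primary endothelial cells; Amount: 3,000 cells per well; Dosing: single concentration; Medium: EGM-2 growth medium on 0.1% gelatin-coated wells; Read-out basis: percent E-selectin-positive cells; Signal: immunofluorescence imaging; Control set: TNF-alpha, DMSO.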
Starred values were filed as active, the others as inactive; u = inconclusive; x = no result given.

Each structure is followed by: RAD54 branch, XiGFP reactiv, S100A4 MyoIIA, ERp5 inh, ERAP1 HTS inh, esBAF inh, RAD52 inh, E-sel inducer
C[C@@H]1CN([C@@H](C)CO)C(=O)Cc2cc(NC(=O)CCN3CCOCC3)ccc2O[C@@H]1CN(C)Cc1ccc(C(=O)O)cc1
→ 7.5, 0.2, x, x, x, -3.6, x, 0.3
O=C(C[C@@H]1CC[C@H]2[C@@H](COC[C@@H](O)CN2C(=O)c2cccnc2)O1)NC1Cc2ccccc2C1
→ -4.0, 0.0, -20.9, 0.5, -2.2, -6.7, -9.5, -0.2
CC1(CSc2ccccc2)CC(=O)N1 (configuration not stated)
→ 0.4, 0.1, -2.7, -5.6, 2.7, -7.2, -6.8, -0.2
CSc1ccccc1NC(=O)CN(C)C(=O)C(C)SCc1nc2sc(C)c(C)c2c(=O)[nH]1 (configuration not stated)
→ -8.3, 0.3, -3.0, -6.6, -1.2, 9.2, -29.1, -0.4
CCC(C(=O)N1CCN(c2ncccn2)CC1)c1ccccc1 (configuration not stated)
→ x, -0.3, 12.2, 0.3, -1.7, x, -13.6, 0.5
Cc1ccc(S(=O)(=O)N(C)C[C@H]2Oc3ccc(NC(=O)CCCCCC(=O)Nc4ccccc4N)cc3CC(=O)N([C@@H](C)CO)C[C@@H]2C)cc1
→ 2.4, 0.1, 5.6, 3.9, -1.9, 1.8, -6.8, 0.0
C[C@H]1CCCCO[C@@H](CN(C)Cc2ccc(C(=O)O)cc2)[C@@H](C)CN([C@@H](C)CO)C(=O)c2cc(NC(=O)Nc3ccc(F)cc3)ccc2O1
→ -8.8, 0.1, 35.1, 2.1, -4.0, -13.5, 8.7, -0.1
COCCOc1ccc(C(F)(F)F)cc1NC(=O)c1ccc(C(F)(F)F)cc1
→ 2.9, -0.1, 3.4, -1.0, -1.2, x, -5.2, -0.1
CO[C@H]1CN(C)C(=O)c2ccc(NC(=O)C3CCCC3)cc2OC[C@@H](C)NC[C@H]1C
→ 10.4, -0.1, -0.2, -0.9, -4.6, -2.1, -10.4, -0.1
O=C(COc1ccc(Cl)cc1Cl)NNC(=O)c1cccnc1
→ -0.2, 0.0, -3.4, -2.1, 2.3, 7.7, -6.6, -0.2
Cc1ccccc1[C@@]1(C)ON(c2ccccc2C(F)(F)F)C1=O
→ 4.5, 0.3, -1.6, 1.4, -1.4, 3.0, -2.3, x
C[C@@H]1NC(=O)[C@H](CCC(=O)O)NC(=O)c2cc([N+](=O)[O-])cc(F)c2NCCC[C@@H](C(N)=O)NC1=O
→ -6.9, 0.0, -5.3, 3.2, 2.9, -0.3, -5.5, -0.3
COc1ccccc1CNC(=O)[C@@H]1CCCN1C(=O)[C@@H]1Cc2ccccc2CN1C(=O)OC(C)(C)C
→ x, 0.1, -2.6, -3.4, 1.3, x, -12.2, -0.7
C[C@H](CO)N1C[C@H](C)[C@H](CN(C)C(=O)Nc2ccccc2)Oc2ncc(-c3cccnc3)cc2C1=O
→ -0.4, -0.1, 11.6, 21.3, -0.3, -14.3, 12.3, 0.4
Cc1nc2ccccc2nc1OCC(=O)N1CCN(c2ccccc2)CC1
→ -3.5, x, -2.9, 15.5, 0.1, 2.2, -68.8, x
CCOC(=O)C1C(C(=O)OCC)C1(c1ccccc1)c1ccccc1 (configuration not stated)
→ x, -0.1, -4.4, -8.6, -6.5, x, 2.7, x
Cc1ccc(C(=O)Nc2ccccc2C(=O)N2CCOCC2)cc1[N+](=O)[O-]
→ x, 0.5, 14.5, 2.4, 2.9, x, -5.8, -1.9
Cc1cc(C(=O)COc2ccc([N+](=O)[O-])cc2)c(C)n1C1CC1
→ -3.3, -0.1, 0.8, 5.2, -3.6, 37.4, 1.8, x
COc1ccc(-c2ccccc2)cc1NC(=O)[C@@H]1O[C@H](CO)[C@H](O)[C@H](O)[C@H]1O
→ 5.5, -0.1, -3.4, -0.4, 0.5, -1.5, -6.0, 0.0
NC(=S)N/N=C/c1coc2ccc(Cl)cc2c1=O
→ x, 0.0, 3.5, -4.3, -1.1, x, -12.3, x
CCC(CC)C(=O)Oc1c(C(=O)N(C)C)cccc1-c1ccccc1
→ x, 0.0, -5.8, 6.0, -0.2, -1.2, -0.2, -0.3
O=C(Nc1ccc(F)cc1)Nc1ccc2c(c1)[C@H]1C[C@@H](CC(=O)N3CCOCC3)O[C@H](CO)[C@H]1O2
→ -21.5, 0.4, -3.7, -4.9, 1.6, -1.8, 9.9, -0.1
COc1ccccc1N=Nc1nc(-c2ccccc2)c(-c2ccccc2)[nH]1
→ x, 0.0, 3.0, -5.6, 0.1, x, -5.3, 1.1
COc1cccc(NC(=O)C2(C)CCN2CCc2ccccc2)c1 (configuration not stated)
→ 8.5, 0.2, 1.0, 1.9, -1.3, 2.7, -1.5, 0.1
CC(C)C(=O)Nc1nc2c(ncn2C2CC(O)C(CO)O2)c(=O)[nH]1 (configuration not stated)
→ 6.0, -0.1, 11.2, 3.0, 4.8, -3.1, -4.1, 0.2
C[C@@H]1CCCCO[C@@H](CN(C)C(=O)Cc2ccccc2)[C@@H](C)CN([C@@H](C)CO)C(=O)c2cc(NC(=O)Nc3ccc(C(F)(F)F)cc3)ccc2O1
→ -12.0, 0.0, -2.4, 0.7, 1.1, -3.8, -27.3, 0.2
O=C(Cc1c[nH]c2ccccc12)N/N=C/c1ccccc1O
→ x, -0.1, 1.3, 1.1, x, 12.8, 1.2, 0.0
C[C@H](CO)N1C[C@H](C)[C@@H](CN(C)Cc2ccc(C(F)(F)F)cc2)Oc2ccc(NC(=O)Nc3ccccc3)cc2CC1=O
→ -5.2, -0.1, 2.4, -3.6, -0.5, 1.3, -14.7, 0.1
O=C(Nc1ccccc1)N1CCN(c2nc(-c3ccccc3)ns2)CC1
→ x, 0.5, 0.1, 0.6, 6.7, x, -19.2, 0.8
COC(=O)[C@@]1(Cc2ccccc2)[C@H]2C(=O)N(Cc3ccccc3)C(=O)[C@H]2[C@H]2CN=C(SC)N21
→ -6.8, 0.1, 3.6, -3.8, 1.7, -2.6, -13.1, x
O=C(C[C@@H]1C=C[C@H](NC(=O)C2CCC2)[C@@H](CO)O1)NCc1ccncc1
→ -1.2, -0.3, -5.3, -4.4, -0.2, 0.9, 7.8, -0.3
CCS(=O)(=O)N1CCCCN2[C@H](CO)[C@H](c3ccc(C#CC(C)(C)O)cc3)[C@H]2C1
→ 6.2, 0.1, -3.4, 0.6, 1.1, x, -9.2, -0.1
CC(C)c1ccc(/C=C2\C(=O)N(CCN3CCOCC3)C(=S)N2C)cc1
→ x, 0.0, 11.4, -2.6, -8.6, x, -7.1, x
N#Cc1ccccc1S(=O)(=O)N1CCN(c2cnccn2)CC1
→ x, 0.2, 0.1, -6.4, -1.6, x, -36.9, x
CC(=O)c1ccc(N(C(=O)c2csnn2)C(C(=O)NC(C)(C)C)c2cccs2)cc1 (configuration not stated)
→ 17.1, 0.0, -4.3, 5.5, 2.9, -3.6, -8.1, 1.3
C[C@@H]1CN([C@H](C)CO)C(=O)c2cccc(NS(C)(=O)=O)c2O[C@@H]1CN(C)Cc1ccc(-c2ccccc2)cc1
→ -2.2, 0.2, u, 2.9, 1.2, -2.2, 7.1, -0.1
CCOc1ccc(OCC)c(NC(=O)c2ccc(CNc3c(N4CCCC4)c(=O)c3=O)cc2)c1
→ x, 0.0, -5.1, -6.5, 0.6, x, -5.5, 0.5
O=C(O)c1cc(N2CCOCC2)nc2ccccc12
→ -12.4, 0.0, -2.4, 6.8, -1.0, -4.2, -7.7, x
O=C1CCN(Cc2ccccc2)C=C1c1ccc(C(F)(F)F)cc1
→ 5.5, 0.5, 0.4, 5.5, 1.9, 7.6, -3.6, 0.2
O=C(CN1CCCC1)OCCCc1ccccc1
→ 0.5, 0.0, 4.3, -3.2, 0.7, x, -17.6, x
COc1ccc(N2CCN(C(=O)CCCCCn3c(=O)[nH]c4ccsc4c3=O)CC2)cc1
→ 6.0, 0.3, 2.6, 4.1, -2.3, -4.1, -11.3, -0.3
Cc1noc(C)c1NC(=O)Nc1cccc2c1O[C@H](CN(C)Cc1ccccc1)[C@@H](C)CN([C@H](C)CO)C2=O
→ -0.2, 0.4, -15.1, -1.5, -4.1, -0.7, 1.1, 0.0
COC(=O)[C@@H](NCc1cccc(CN([C@H](C(=O)OC)C(C)C)S(C)(=O)=O)c1)C(C)C
→ -2.9, 0.0, 0.5, -0.6, -1.5, -0.5, -7.3, 0.0
Cc1cccc(S(=O)(=O)NC(=O)C2(C)CCN2C(=O)CC2CCCCC2)c1 (configuration not stated)
→ -7.4, 0.0, -1.4, 8.2, 2.5, -0.2, -26.9, 0.0
CN(C)C(=O)c1cccc(-c2ccc3c(c2)[C@@H]2[C@@H](CCN2C(=O)c2cccc(F)c2)[C@H](CO)N3C)c1
→ 1.8, 0.1, 3.6, -3.1, -0.8, 0.4, 3.0, 0.2
COc1cc(C(=O)OCC2CC(c3ccccc3)=NO2)cc(OC)c1OC (configuration not stated)
→ x, -0.1, -4.1, 2.2, 21.5, -3.4, -7.1, -0.3
O=C(C[C@@H]1C[C@@H]2c3cc(NS(=O)(=O)c4ccc(F)cc4)ccc3O[C@@H]2[C@H](CO)O1)NC1CCCCC1
→ 13.8, 0.2, -4.3, -5.2, 6.3, 2.0, 2.9, 0.1
CC(=O)N(C)C[C@H]1Oc2ncc(-c3cccc(C#N)c3)cc2C(=O)N([C@H](C)CO)C[C@H]1C
→ -11.7, -0.9, 2.7, -6.1, 1.0, 1.0, -2.4, 0.2

Looked up by structure from above:
Each structure is followed by: RAD54 branch, XiGFP reactiv, S100A4 MyoIIA, ERp5 inh, ERAP1 HTS inh, esBAF inh, RAD52 inh, E-sel inducer
COc1cc(C(=O)OCC2CC(c3ccccc3)=NO2)cc(OC)c1OC (configuration not stated)
→ x, -0.1, -4.1, 2.2, 21.5, -3.4, -7.1, -0.3
CCS(=O)(=O)N1CCCCN2[C@H](CO)[C@H](c3ccc(C#CC(C)(C)O)cc3)[C@H]2C1
→ 6.2, 0.1, -3.4, 0.6, 1.1, x, -9.2, -0.1
CN(C)C(=O)c1cccc(-c2ccc3c(c2)[C@@H]2[C@@H](CCN2C(=O)c2cccc(F)c2)[C@H](CO)N3C)c1
→ 1.8, 0.1, 3.6, -3.1, -0.8, 0.4, 3.0, 0.2
Cc1cccc(S(=O)(=O)NC(=O)C2(C)CCN2C(=O)CC2CCCCC2)c1 (configuration not stated)
→ -7.4, 0.0, -1.4, 8.2, 2.5, -0.2, -26.9, 0.0
O=C(C[C@@H]1C[C@@H]2c3cc(NS(=O)(=O)c4ccc(F)cc4)ccc3O[C@@H]2[C@H](CO)O1)NC1CCCCC1
→ 13.8, 0.2, -4.3, -5.2, 6.3, 2.0, 2.9, 0.1
CC(=O)c1ccc(N(C(=O)c2csnn2)C(C(=O)NC(C)(C)C)c2cccs2)cc1 (configuration not stated)
→ 17.1, 0.0, -4.3, 5.5, 2.9, -3.6, -8.1, 1.3
O=C(O)c1cc(N2CCOCC2)nc2ccccc12
→ -12.4, 0.0, -2.4, 6.8, -1.0, -4.2, -7.7, x
